Bioassay records as filed in PubChem BioAssay.
ADAM17 inh = ADAM17 inhibition, QFRET primary screen | recombinant ADAM17, EDANS/DABCYL FRET peptide cleavage | inhibition, % at 6.95 µM | 370,000 compounds, 0.83% hits | P78536;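 active means inhibition above the mean of compounds lying between control limits plus 3 SD, set per campaign, cut at about 8.5% in these data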;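 further: 0% = DMSO-only wells as the low control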
PLCb3 inh = PLC-beta3 (human) inhibition, primary screen; Q01970; Purified PLC-beta3, fluorogenic substrate, fluorescence; inhibition, % at 12.2 µM; 370,000 compounds, 0.18% hits; AID 720704; in the data active means inhibition above about 11%;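 further: 0% = median of compound wells on plate and 100% = full blocker control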
DDE Tn6 FP inh = inhibitors of Tn6 peptide binding to human fibrin DD(E). P02675. Fibrin DD(E) TRITC-Tn6 fluorescence polarization displacement. inhibition, % at 8.3 µM. 370,000 compounds, 0.21% hits. AID 720509;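 active means inhibition above a per-campaign cutoff: mean of compounds within control limits plus 3 SD, cut at about 15% in these data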;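 further: 0% = median of all compound wells on the plate and 100% = blocking peptide control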
Target sequence (P02675 whole entry, looked up): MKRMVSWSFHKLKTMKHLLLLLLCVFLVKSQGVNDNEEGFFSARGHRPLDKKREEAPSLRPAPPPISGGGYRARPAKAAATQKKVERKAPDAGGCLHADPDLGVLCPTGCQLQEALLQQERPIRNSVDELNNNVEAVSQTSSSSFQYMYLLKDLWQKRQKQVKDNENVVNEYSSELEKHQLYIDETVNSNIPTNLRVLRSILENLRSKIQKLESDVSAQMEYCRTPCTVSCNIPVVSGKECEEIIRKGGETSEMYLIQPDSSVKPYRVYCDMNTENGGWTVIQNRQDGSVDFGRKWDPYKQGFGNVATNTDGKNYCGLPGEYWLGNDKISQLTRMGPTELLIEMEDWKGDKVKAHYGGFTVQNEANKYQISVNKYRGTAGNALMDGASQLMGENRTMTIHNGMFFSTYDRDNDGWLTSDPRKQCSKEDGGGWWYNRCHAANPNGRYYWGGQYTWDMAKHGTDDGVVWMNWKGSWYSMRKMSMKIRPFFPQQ
Tn7 DDE FP = inhibitors of Tn7 peptide binding to human fibrin DD(E). P02675. FP displacement of FITC-Tn7 peptide from fibrin DD(E); 0% = median of compound wells per plate. inhibition, % at 8.3 µM. 370,000 compounds, 0.13% hits;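 active means inhibition above the mean of compounds falling within the control limits plus 3 SD of them, cut at about 14% in these data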;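 further: 0% = plate median of compound wells and 100% = 10 µM Aha-Tn7 peptide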
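assay system = human clot-derived fibrin DD(E) complex | quantity = Fibrin-DD(E) at 2 µM final | timing = 10 min preincubation, 3 h with tracer, room temperature | signal = fluorescence polarization | measure = percent inhibition | benchmarks = high control wells with 10 µM unlabelled Aha-Tn7 peptide (full inhibition) | replicates = singlicate testing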
UHRF1 MBD2 ctr = human UHRF1 methylated DNA binding inhibitors. Q96T88. UHRF1 binding to methylated oligo, TR-FRET. inhibition, % at 4.4 µM. 370,000 compounds, 0.75% hits. AID 687016; in the data active means inhibition above about 21%;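 further: UHRF1 SRA domain binding a hemimethylated CpG hairpin DNA probe; 0% = median of test compound wells and 100% = reference inhibitor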
KLK7 zymogen act = proKLK7 (human) activation, primary screen; activation, % at 7 µM; AID 652039; purified proKLK7, EDANS-DABCYL substrate fluorescence; 100% is mature enzyme control, 0% vehicle; 370,000 compounds, 0.9% hits; P49862;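 active means activation above the mean of all tested compounds plus 3 SD, computed per campaign excluding outliers beyond control limits, cut at about 13% in these data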
Target sequence (P49862 whole entry, looked up): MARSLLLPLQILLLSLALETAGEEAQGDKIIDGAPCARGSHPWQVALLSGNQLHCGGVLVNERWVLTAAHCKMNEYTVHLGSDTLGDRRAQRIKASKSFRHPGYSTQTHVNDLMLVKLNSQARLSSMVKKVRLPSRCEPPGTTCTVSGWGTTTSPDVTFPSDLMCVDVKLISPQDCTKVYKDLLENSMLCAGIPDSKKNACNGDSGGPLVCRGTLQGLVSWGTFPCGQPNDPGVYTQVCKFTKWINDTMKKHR
PLC-gamma1 inh = inhibitors of human phospholipase C gamma1 | P19174 | purified PLC-gamma1, fluorogenic substrate, fluorescence | inhibition, % at 12.2 µM | 370,000 compounds, 0.84% hits | AID 720700; in the data active means inhibition above about 9.5%
ASAP1 GAP inh = inhibitors of human ASAP1 ArfGAP activity | Q9ULH1 | ASAP1-stimulated ARF1 GTP hydrolysis, GDP FP detection | inhibition, % at 16.5 µM | 360,000 compounds, 0.19% hits | AID 624377; in the data active means inhibition above about 25%;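 further: 0% = vehicle with enzyme and substrate and 100% = no enzyme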
MBD2 inh = MBD2-methylated oligo binding inhibition. 370,000 compounds, 0.31% hits. TR-FRET, MBD2 binding to methylated oligonucleotide. inhibition, % at 4.4 µM; in the data active means inhibition above about 13%
ARFGAP1 inh = inhibits rat ARF GTPase activating protein 1 | inhibition, % at 16.5 µM | 360,000 compounds, 0.26% hits | AID 651572 | Arfgap1-stimulated ARF1 GTP hydrolysis, GDP FP detection;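 active means inhibition above a per-plate limit, mean inhibition of low control wells plus 3 SD, cut at about 25% in these data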;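 further: 0% = DMSO wells with enzyme and 100% = wells lacking Arfgap1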
Target sequence (Q62848 1-136 limits assumed): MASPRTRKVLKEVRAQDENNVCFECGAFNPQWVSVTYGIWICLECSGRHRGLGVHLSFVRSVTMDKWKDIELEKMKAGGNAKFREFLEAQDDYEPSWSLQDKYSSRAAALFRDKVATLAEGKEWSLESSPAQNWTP
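Material: truncated rat Arfgap1 GAP domain; Incubation: compound-enzyme preincubation 20 min, reaction 120 min, detection 60 min, 25 °C; Read-out: percent inhibition of Arfgap1-stimulated GTP hydrolysis; Technique: FP, GDP Alexa 633 tracer displaced from anti-GDP antibody, 620/688 nm; Controls: No-Arfgap1 wells (100%) versus DMSO full-reaction wells (0%); Replication: single well per compound.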
Numbers without * were called inactive; i = inactive; nt = no result given.

ARFGAP1 inh,KLK7 zymogen act,PLCb3 inh,ASAP1 GAP inh,MBD2 inh,Tn7 DDE FP,UHRF1 MBD2 ctr,PLC-gamma1 inh,ADAM17 inh,DDE Tn6 FP inh,SMILES
-9,-0.5,10,0,-2,-5,2,9.8*,-2,-1,COC(=O)[C@H](C)NC(=O)/C=C/c1ccc(OC)cc1
-7,-12,-76,3,13,3,22*,-55,-46,-6,CN(Cc1ccco1)c1ncnc2ccc(-c3ccoc3)cc12
-6,-0.1,-1,-5,-2,1,1,-1,-3,3,CN(C(=O)C1CCN(S(=O)(=O)c2ccccc2)CC1)c1c(N)n(Cc2ccccc2)c(=O)[nH]c1=O
20,-0.3,5,14,-5,5,-1,6,4,-5,O=C(Nc1cccc(-c2csc(Nc3ccccc3)n2)c1)c1ccccc1
-6,0.7,-13,3,4,4,7,-10,-4,3,O=C1SC(SCc2ccccc2)=N/C1=C\c1ccc(C(=O)O)cc1
nt,0.8,7,nt,0,5,-2,5,6,-4,O=C(Nc1cccc([N+](=O)[O-])c1)NC1CCCCN(Cc2ccc(Cl)cc2)C1=O (configuration not stated)
3,0.3,-4,-7,-1,2,3,-1,-2,1,O=C(Nc1ccc2c(c1)OCCO2)c1cc(-c2ccccn2)nc2ccc(Br)cc12
-2,-0.1,1,0,0,7,0,-1,0,-2,COc1ccc(C(=O)NC2=C(C#N)CCC2)cc1OC
nt,-11,-367,nt,-1,8,-2,-265,-215,3,COC(=O)c1cc(C2(c3c[nH]c4ccccc34)CCN(C(=O)OC(C)(C)C)CC2)n2ccccc12
-14,-0.1,-7,-1,-4,1,9,-1,0,-5,O=C(Cn1nnc(-c2ccc(NC(=O)c3ccccc3F)cc2)n1)NCc1ccc(F)cc1
3,-0.8,1,-6,4,3,-3,0,-4,2,O=C1C2C(c3ccccc3)C=CC(c3ccccc3)C2C(=O)N1c1cccnc1 (configuration not stated)
21,0.1,1,7,-1,-7,-1,1,-4,6,COCCNc1nc(Oc2ccc(NC(C)=O)cc2)c2sc(-c3ccccc3)cc2n1
-8,0.1,0,7,3,-10,1,4,10*,-12,COc1cc(-c2nnc(COc3ccc4ccccc4c3)o2)cc(OC)c1OC
-3,-0.6,-26,8,0,5,-5,-15,-25,-1,NC(=S)N/N=C/c1ccc(-c2ccccc2)o1
7,0.2,7,-6,2,-9,4,5,0,8,Cc1cccc(C(=O)c2cccc(C)c2)c1
-6,-0.3,5,-8,19*,-2,14,3,1,2,O=C(CSc1nc2ccsc2c(=O)n1CC1CCC(C(=O)O)CC1)c1ccc(Cl)cc1 (configuration not stated)
13,0.2,3,-6,-7,-11,-2,3,2,11,COc1ccccc1N1CCN(CCC(=O)Nc2cccc(F)c2)CC1
-3,-0.3,5,-11,-4,-2,-1,13*,7,-9,O=C(CCNc1cc(Cl)cc(Cl)c1)c1cccs1
-1,0.0,4,0,-9,3,1,3,1,0,COCCN1Cc2cccc(C(=O)Nc3c(C)cc(C)cc3C)c2C1=O
14,0.2,-19,-1,-5,-9,-2,-7,0,-5,O=C(O)COc1ccc(/C=C/c2nc(-c3ccccc3O)n[nH]2)cc1
8,0.0,-15,7,5,-3,4,0,6,1,COc1ccc(C(=O)NCc2ccncc2)cc1S(=O)(=O)NCc1ccc(Cl)cc1
17,0.7,2,3,-1,-1,0,2,-4,-1,OCC1OC(n2cnc3c(NC4CCCC4)ncnc32)C(O)C1O (configuration not stated)
-4,-0.7,0,5,-2,-3,-2,0,-3,0,Cc1cc(=O)[nH]c2ccc(Cl)cc12
-7,0.0,-1,2,5,2,4,-1,-6,-1,CCCNS(=O)(=O)c1ccc(OCC(=O)Nc2ccc3c(c2)OCO3)cc1
3,-0.5,1,-2,-2,8,2,1,-2,5,CCn1c(COc2ccccc2C(N)=O)nc2ccccc21
-7,0.3,-20,-1,3,1,-1,-11,-1,10,NC(=O)c1sc(=S)n(-c2ccc(Br)cc2)c1N
-4,0.0,-9,0,2,-4,1,2,0,-2,Cc1oc(-c2cccc(Cl)c2)nc1CS(=O)(=O)CC(=O)NCc1ccco1
3,0.1,-4,17,4,-4,1,4,0,-2,Cc1ccc(-n2c(N)c(C(=O)Nc3ccccc3F)sc2=S)cc1C
-7,0.4,-6,-1,-1,3,-1,5,3,-2,CCCCn1c(N)c(N(CC)C(=O)CSc2nnc(-c3ccco3)n2CC)c(=O)[nH]c1=O
1,0.3,0,-4,3,-8,3,2,0,-5,CCCc1nc(NCc2ccccc2)c(C#N)c2c1CCCC2

Complete entries, looked up by structure. Order of values: ARFGAP1 inh	KLK7 zymogen act	PLCb3 inh	ASAP1 GAP inh	MBD2 inh	Tn7 DDE FP	UHRF1 MBD2 ctr	PLC-gamma1 inh	ADAM17 inh	DDE Tn6 FP inh
`COCCN1Cc2cccc(C(=O)Nc3c(C)cc(C)cc3C)c2C1=O` in the list: -1	0.0	4	0	-9	3	1	3	1	0
`CCn1c(COc2ccccc2C(N)=O)nc2ccccc21` in the list: 3	-0.5	1	-2	-2	8	2	1	-2	5
`CCCc1nc(NCc2ccccc2)c(C#N)c2c1CCCC2` in the list: 1	0.3	0	-4	3	-8	3	2	0	-5
`O=C(O)COc1ccc(/C=C/c2nc(-c3ccccc3O)n[nH]2)cc1` in the list: 14	0.2	-19	-1	-5	-9	-2	-7	0	-5
`NC(=O)c1sc(=S)n(-c2ccc(Br)cc2)c1N` in the list: -7	0.3	-20	-1	3	1	-1	-11	-1	10

Additional structures
ARFGAP1 inh,KLK7 zymogen act,PLCb3 inh,ASAP1 GAP inh,MBD2 inh,Tn7 DDE FP,UHRF1 MBD2 ctr,PLC-gamma1 inh,ADAM17 inh,DDE Tn6 FP inh,SMILES
-8,-0.1,-3,5,6,4,-2,2,-2,-4,COCCCNC(=O)C(=O)NC1CCCCC1C (configuration not stated)
-6,-0.4,-5,-5,-3,-7,1,1,-2,2,COc1ccc(CNC(=O)C[C@H]2C[C@H](C(=O)N3CCOCC3)[C@@]3(C)c4[nH]c5ccc(Cl)cc5c4CCN3C2=O)cc1OC
4,6.3,-305,-3,-7,3,-4,-220,-82,7,CN1CC=C2C(C#N)=C(N)C(C#N)(C#N)C(c3cccc(Cl)c3Cl)C2C1 (configuration not stated)
2,0.1,-2,-6,2,1,-1,1,-3,6,Oc1ccc(CNC2CCCCC2)cc1
5,5.9,-157,-10,-7,-6,-2,-140,-189,3,O=C(O)Cn1c(=O)c(-c2ccccc2)nc2ccccc21
-7,0.1,0,10,-9,2,-5,0,-4,-7,Cc1ccc2cn[nH]c2c1[N+](=O)[O-]
3,1.1,3,-2,0,0,-1,2,3,-2,COC(=O)[C@]12CCCCC=C1N(Cc1cccc3ccccc13)C(=O)[C@H](CC(=O)N1CCSCC1)C2
-5,0.2,-9,-3,-1,3,4,-6,2,-4,COc1ccc2c(c1)c1nc3ccccc3nc1n2CC(=O)OC(C)C
1,0.3,3,-8,0,-3,-4,6,0,6,CN(C(=O)COC(=O)/C=C/c1ccccc1[N+](=O)[O-])c1ccccc1
-9,9.8,i,7,-6,0,5,i,i,5,CCCN1C(=O)c2ccccc2NC1c1ccc(OC)cc1OC (configuration not stated)
-7,-0.1,0,0,2,9,1,0,-3,8,CN(C)S(=O)(=O)n1ccnc1
2,0.3,-19,-10,2,2,1,-8,0,-7,Cc1ccc(-c2c(NC(=O)c3ccco3)oc3ccccc3c2=O)cc1
12,-59,-161,2,2,-7,-3,-150,-2,-13,COc1cc(/C=N/NC(=O)c2cc(-c3ccccc3)sc2N)cc(OC)c1OC
1,-0.3,1,-20,4,7,3,0,-1,1,CC1CC(C)CN(C(=O)CSc2ccsc2[N+](=O)[O-])C1 (configuration not stated)
0,-0.2,0,3,3,3,0,-2,-2,1,CC(C)(C)C(=O)/C(C#N)=C/c1ccc(O)cc1
5,-0.4,-2,-7,-7,7,5,-2,-1,3,CCOc1ccc(CCNS(=O)(=O)c2ccc3c(c2)NC(=O)CC(=O)N3)cc1OCC
3,-0.4,1,1,-3,-4,-1,-134,0,4,CC1CC(OC(=O)C2CCN(S(=O)(=O)c3ccc(F)cc3)CC2)C(=O)O1 (configuration not stated)
8,0.3,-8,-2,-2,2,0,-1,2,5,O=C(NNC(=S)Nc1ccc(Br)cc1)c1cccnc1
9,0.1,-5,0,1,-9,1,2,-2,1,O=C(COc1ccc(-n2ccnc2)cc1)Nc1cccc(F)c1
-2,-0.2,3,4,3,1,-1,-1,-7,-5,NC(=O)N1CC(O)CC1C(=O)Nc1ccc(Cl)c(Cl)c1 (configuration not stated)
-4,0.6,-5,14,0,1,-2,0,-2,-2,COC(=O)c1ccc(NC(=O)CSc2nnc(Cc3cccn3C)n2-c2ccc(F)cc2)cc1
-8,-0.2,3,-4,5,-3,0,0,0,-5,Cn1cc(P(=O)(N2CCOCC2)N2CCOCC2)cc1P(=S)(N1CCOCC1)N1CCOCC1
4,0.0,0,6,1,1,0,3,4,-3,Cc1nn(C)cc1CNC(=O)Nc1ccc(Cl)c(Cl)c1
2,0.1,-5,-10,-6,4,-2,3,0,6,CCCNC(=O)CN1C(=O)COc2ccc(S(=O)(=O)N3CC(C)CC(C)C3)cc21 (configuration not stated)
2,-0.4,0,-1,3,9,7,0,-3,-9,CSc1nc(-c2ccccc2)nc2c1COC(C)(C)C2
-7,-0.9,5,7,0,-6,1,3,0,-1,O=C(NCc1ccccc1)c1ccc(Cl)cc1[N+](=O)[O-]
5,-0.5,-7,-5,1,1,-2,1,-2,3,CC(C)CC(=O)NC(=S)Nc1ccc(CN2CCOCC2)cc1
17,1.1,2,4,-3,7,0,1,-1,3,COC(=O)C1(Cc2cc(-c3ccc(Cl)cc3)no2)CCN(C(=O)OC(C)(C)C)CC1
1,0.2,-3,1,-3,-5,-1,1,-2,3,Cc1ccc(/C=N/NC(=O)CN2CCN(Cc3ccccc3)CC2)o1
-2,0.5,-4,1,-5,2,-3,-4,2,4,C/C(=N\Nc1ncc(Cl)cc1Cl)c1ccc(S(=O)(=O)NCc2ccco2)cc1
6,-0.4,-1,9,2,4,2,1,1,1,Cc1ccc(C)c(N2CCN(C(=O)CN(C)S(=O)(=O)c3ccc4c(c3)CCC(=O)N4)CC2)c1
12,0.7,3,1,-1,-1,1,-2,-4,4,CN1C(=O)N(C)C2CC1N(C)C(=O)N2C
5,0.0,-3,-13,-7,-1,0,1,-1,-9,Cc1nnc(NC(=O)C2CCCN2C(=O)Nc2ccccc2)s1 (configuration not stated)
-6,-0.2,-4,-1,-6,4,1,1,-6,9,Cn1ccc2c(-c3ccc(F)cc3)cc3c(c21)C1CCC3C1 (configuration not stated)
8,-0.1,1,-6,0,-6,0,3,4,2,O=C(c1ccc(Cl)cc1Cl)N1CCSCC1
13,0.2,2,4,2,-5,3,3,-6,-4,CC1C(c2ccccc2)OCCN1C=NC#N (configuration not stated)
